tim10-1 inh – tim10-1 yeast growth inhibition. S. cerevisiae tim10-1 ts strain growth, BacTiter-Glo, 24 h. inhibition, % at 20 µM. actives 2.2% (n = 330,000). AID 463190;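 active = inhibition of at least 40%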;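 also: mutant grown at 25 °C; 0% = DMSO wells with yeast and 100% = wells holding no yeast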
hIAP act – increases human intestinal alkaline phosphatase activity; P09923; purified human IAP, CDP-Star luminescence, 30 min; active compounds read high; 1 = vehicle-only enzyme, 0 = enzyme-free background; activation factor at 10 µM; actives 0.16% (n = 330,000); AID 2524;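 active = activation factor of the enzyme at least 2-fold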; also: the source names both 10 and 20 µM as test concentration; values of inactives mirror those of a sister screen read the other way
Target sequence (P09923 whole entry, looked up): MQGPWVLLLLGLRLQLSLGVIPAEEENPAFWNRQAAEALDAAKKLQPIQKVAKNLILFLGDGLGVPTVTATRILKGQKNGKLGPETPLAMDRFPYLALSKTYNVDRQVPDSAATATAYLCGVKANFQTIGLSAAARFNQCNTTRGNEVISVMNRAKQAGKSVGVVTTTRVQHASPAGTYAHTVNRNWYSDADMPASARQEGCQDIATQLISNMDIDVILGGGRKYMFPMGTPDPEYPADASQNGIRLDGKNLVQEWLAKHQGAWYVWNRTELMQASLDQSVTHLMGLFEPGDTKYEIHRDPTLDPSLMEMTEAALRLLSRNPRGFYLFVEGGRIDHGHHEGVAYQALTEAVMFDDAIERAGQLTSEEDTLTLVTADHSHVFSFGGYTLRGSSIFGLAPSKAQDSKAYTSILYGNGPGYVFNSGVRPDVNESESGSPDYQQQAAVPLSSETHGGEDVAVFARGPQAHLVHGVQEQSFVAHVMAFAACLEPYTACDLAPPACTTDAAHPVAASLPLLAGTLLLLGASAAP
hIAP block – blocks human intestinal alkaline phosphatase | inhibition, % at 10 µM | actives 0.12% (n = 330,000) | P09923 | purified IAP, CDP-Star luminescence, 30 min;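 active = inhibition reaching a set limit with compound at 10 µM in the primary screen, cut at about 35% in these data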;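 also: plate controls were DMSO wells with enzyme for no effect and no-enzyme buffer wells for full effect; values of inactives mirror those of a sister screen read the other way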
mIAP block – mouse IAP inhibition. purified mouse IAP, CDP-Star luminescence, 30 min. inhibition, % at 10 µM. actives 0.2% (n = 330,000). AID 2806;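 active = inhibition of at least 40% at 10 µM in the primary screen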;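 also: plate controls were DMSO with enzyme for no effect and no enzyme wells for full effect; values of inactives mirror those of a sister screen read the other way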
ATG4B inh – ATG4B (human) cysteine protease inhibition. actives 0.51% (n = 340,000). ATG4B cleavage of LC3-PLA2, NBD-HPC fluorescence, 1 h. Q9Y4P1. inhibition, % at 8.33 µM; in the data active = inhibition above about 40%
Target sequence (Q9Y4P1 whole entry, looked up): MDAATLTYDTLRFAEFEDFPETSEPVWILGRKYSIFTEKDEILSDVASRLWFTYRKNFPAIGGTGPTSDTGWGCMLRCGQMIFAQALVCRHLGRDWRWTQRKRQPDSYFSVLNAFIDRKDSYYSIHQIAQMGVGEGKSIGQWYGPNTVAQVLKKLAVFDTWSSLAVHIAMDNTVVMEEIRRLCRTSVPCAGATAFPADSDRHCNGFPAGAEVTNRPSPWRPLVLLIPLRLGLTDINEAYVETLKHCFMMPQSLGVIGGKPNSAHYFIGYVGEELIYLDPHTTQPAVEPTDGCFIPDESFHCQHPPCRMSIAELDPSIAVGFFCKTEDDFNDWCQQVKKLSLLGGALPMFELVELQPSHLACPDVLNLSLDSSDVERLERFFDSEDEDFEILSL
TIM10 inh – TIM10 yeast growth inhibition; AID 463195; actives 1.4% (n = 330,000); inhibition, % at 10 µM; S. cerevisiae TIM10 strain growth, BacTiter-Glo luminescence, 24 h;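 active = inhibition of 40% or more at the single tested concentration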;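 also: wild-type TIM10 isogenic control strain grown at permissive 25 °C; 0% = DMSO yeast wells and 100% = minimal medium wells without yeast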
Apaf1 inhib – human Apaf-1 inhibition. reconstituted apoptosome caspase-3 activity, DEVD-Rh110 fluorescence. AID 489030. inhibition, % at 20 µM. actives 0.71% (n = 330,000); active = inhibition of at least 40% at 20 µM;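 also: plate controls were DMSO wells for no effect and DEVD-CHO caspase inhibitor wells for full effect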
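System: reconstituted apoptosome with Apaf-1, cytochrome c, caspase-9, procaspase-3, dATP; Signal: Rh110 fluorescence intensity; Schedule: 30 min compound preincubation, 50 min activation, room temperature; Reagent: cytochrome c trigger plus (Z-DEVD)2-Rh110 caspase-3 substrate.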
NLRP3 yeast inh – blocks the NALP3 inflammasome reconstituted in yeast | inhibition, % at 10 µM | AID 2825 | actives 0.39% (n = 330,000) | Yeast reconstituted NLRP3/ASC/caspase-1, beta-gal luminescence, 24 h;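 active = inhibition of 50% or more; inactive = inhibition below 50%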;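 also: plate controls were induced DMSO wells for no effect and uninduced yeast grown without galactose for full effect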
mIAP act – mouse IAP activation; muIAP, CDP-Star luminescence, 30 min; active compounds read high; 1 = vehicle-only enzyme signal, 0 = enzyme-free wells; activation factor at 10 µM; actives 0.24% (n = 330,000); AID 2805;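 active = activation factor of at least 2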; also: the source names both 10 and 20 µM as test concentration; values of inactives mirror those of a sister screen read the other way
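Assay system: mouse IAP enzyme; reagent: chemiluminescent substrate CDP-Star; dosing: test compounds delivered from DMSO solution; schedule: 30 min at room temperature; measured by: luminescence from enzymatic CDP-Star hydrolysis; controls: DMSO-only wells and no-enzyme negative control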
* = called active by the depositor; x = no result given.

Labels used below – A = tim10-1 inh; B = hIAP act; C = hIAP block; D = mIAP block; E = ATG4B inh; F = TIM10 inh; G = Apaf1 inhib; H = NLRP3 yeast inh; I = mIAP act
O=C1c2ccccc2C(Nc2cccnc2)N1Cc1ccc2c(c1)OCO2 (centres undefined)
  A: 2 | B: 1.1 | C: -6 | D: -4 | E: -4 | F: -6 | G: 3 | H: 1 | I: 1

Cc1ccc(C)c2c1cc(C)c1nnc(SCC(=O)NCc3ccc4c(c3)OCO4)n12
  A: 5 | B: 0.92 | C: 8 | D: 5 | E: -24 | F: 12 | G: 10 | H: 7 | I: 0.95

O=C(O)c1ccc(CN2CCCCC2)o1
  A: -35 | B: 0.84 | C: 16 | D: -14 | E: 0 | F: -14 | G: -6 | H: -6 | I: 1.1

Cc1ccc(C(O)c2nccn2C)o1 (centres undefined)
  A: -1 | B: 0.96 | C: 4 | D: 5 | E: -2 | F: -6 | G: 5 | H: 2 | I: 0.95

CCn1cc(/C=C(\NC(=O)c2ccccc2F)C(=O)NCCN2CCOCC2)c2ccccc21
  A: -9 | B: 1.2 | C: -22 | D: 3 | E: -8 | F: 2 | G: 6 | H: -1 | I: 0.97

O=C(CNc1ccc(Br)cc1)NNC1=NCCC1
  A: 0 | B: 1 | C: -2 | D: 27 | E: -1 | F: -4 | G: -3 | H: 18 | I: 0.73

Nc1o[nH]c(=O)c1Cc1ccccc1
  A: -9 | B: 1.1 | C: -14 | D: 2 | E: 2 | F: 6 | G: -3 | H: 16 | I: 0.98

CC[C@@]1(C(=O)OC)N[C@H](CN(C)S(=O)(=O)c2ccc(OC(F)(F)F)cc2)[C@@H]2C(=O)N(C)C(=O)[C@@H]21
  A: -6 | B: 0.93 | C: 7 | D: 0 | E: x | F: 15 | G: 5 | H: -2 | I: 1

Cc1ccc(NC(=S)NC(=O)c2cncc(Br)c2)cc1Cl
  A: 21 | B: 0.79 | C: 21 | D: 22 | E: 4 | F: 9 | G: 6 | H: 25 | I: 0.78

Cc1cccc(NC(=O)CSc2nnc(-c3ccncc3)n2C)c1
  A: 14 | B: 0.96 | C: 4 | D: 1 | E: -1 | F: 9 | G: -8 | H: -5 | I: 0.99

Nc1c(-c2ccccc2)c(CSc2nc3ccccc3[nH]2)nn1-c1cccc(Cl)c1
  A: 24 | B: 1.4 | C: -37 | D: -52 | E: 43* | F: 24 | G: 2 | H: 32 | I: 1.5

CC(C)(C)NC(=O)c1ccc2c(c1)N(CC(=O)NC1CCCC1)C(=O)C(C)(C)O2
  A: 0 | B: 0.94 | C: 6 | D: -7 | E: -4 | F: -12 | G: 4 | H: 9 | I: 1.1

CN(C(=O)c1cc2c(=O)n3ccccc3nc2s1)C1CCCCC1
  A: 32 | B: 1.2 | C: -16 | D: 4 | E: -4 | F: 5 | G: 8 | H: -16 | I: 0.96

Cc1cccc(OCC(=O)Nc2nnc(-c3ccco3)s2)c1
  A: -4 | B: 1.2 | C: -21 | D: 23 | E: 6 | F: 9 | G: 0 | H: 35 | I: 0.77

COc1c(C)cc(C(=O)C2CCCN(C(=O)c3ccoc3)C2)cc1C (centres undefined)
  A: 21 | B: 1.3 | C: -30 | D: -4 | E: -8 | F: 10 | G: 5 | H: 14 | I: 1

3 compounds picked at random from those above:
Labels used below – A = tim10-1 inh; B = hIAP act; C = hIAP block; D = mIAP block; E = ATG4B inh; F = TIM10 inh; G = Apaf1 inhib; H = NLRP3 yeast inh; I = mIAP act
CN(C(=O)c1cc2c(=O)n3ccccc3nc2s1)C1CCCCC1
  A: 32 | B: 1.2 | C: -16 | D: 4 | E: -4 | F: 5 | G: 8 | H: -16 | I: 0.96

CC(C)(C)NC(=O)c1ccc2c(c1)N(CC(=O)NC1CCCC1)C(=O)C(C)(C)O2
  A: 0 | B: 0.94 | C: 6 | D: -7 | E: -4 | F: -12 | G: 4 | H: 9 | I: 1.1

Cc1ccc(C)c2c1cc(C)c1nnc(SCC(=O)NCc3ccc4c(c3)OCO4)n12
  A: 5 | B: 0.92 | C: 8 | D: 5 | E: -24 | F: 12 | G: 10 | H: 7 | I: 0.95

Further entries follow:
Labels used below – A = tim10-1 inh; B = hIAP act; C = hIAP block; D = mIAP block; E = ATG4B inh; F = TIM10 inh; G = Apaf1 inhib; H = NLRP3 yeast inh; I = mIAP act
O=C(COC(=O)c1cc2ccccc2cc1O)NC1CCCCC1
  A: -6 | B: 0.97 | C: 3 | D: 7 | E: -2 | F: -1 | G: -5 | H: 24 | I: 0.93

O=C(NCCCN1CCOCC1)c1cc(Cl)ccc1OCc1ccccc1
  A: 11 | B: 0.75 | C: 25 | D: -5 | E: -4 | F: -1 | G: 3 | H: 26 | I: 1

O=c1cc(-c2ccccc2)nc(SCc2ccccc2)[nH]1
  A: 3 | B: 1.2 | C: -19 | D: 11 | E: 2 | F: 9 | G: -3 | H: 26 | I: 0.89

Cc1ccccc1CSc1nnc(-c2ccccn2)n1N
  A: 28 | B: 0.86 | C: 14 | D: -3 | E: 0 | F: 19 | G: 1 | H: 20 | I: 1

Cc1cccc(NC(=S)N(Cc2ccc(Cl)cc2)Cc2ccc(C(=O)O)cc2)c1
  A: 20 | B: 1 | C: -1 | D: -8 | E: 7 | F: -6 | G: 12 | H: 15 | I: 1.1

O=C(Nc1ccc(C(=O)O)cc1)/C(=C\c1ccc2c(c1)OCO2)NC(=O)c1ccc(Br)cc1
  A: 12 | B: 0.95 | C: 5 | D: 8 | E: -2 | F: 10 | G: 20 | H: 17 | I: 0.92

Cc1ccc(C)c(N2CCN(C(=O)c3cc4sccc4n3C)CC2)c1
  A: 28 | B: 0.73 | C: 27 | D: 9 | E: 2 | F: 30 | G: 17 | H: -41 | I: 0.91

CC(C)C(OC(=O)c1nsc(Cl)c1Cl)C(=O)NCc1ccccc1 (centres undefined)
  A: 2 | B: 0.93 | C: 7 | D: 9 | E: -6 | F: 20 | G: 7 | H: 19 | I: 0.91

CCN(CC)S(=O)(=O)c1ccc2oc(C(=O)NC3CC3)c(C)c2c1
  A: 16 | B: 1.1 | C: -7 | D: -5 | E: -11 | F: -2 | G: 7 | H: 8 | I: 1.1

CCN1CCN(C(=O)c2cc(COc3ccc(C(C)=O)cc3OC)on2)CC1
  A: -5 | B: 0.97 | C: 3 | D: 4 | E: -6 | F: -5 | G: -7 | H: 12 | I: 0.96

COc1ccc(/C=C/C(=O)Nc2cccnc2)cc1OC
  A: 6 | B: 1.1 | C: -6 | D: 9 | E: -7 | F: 2 | G: 3 | H: 11 | I: 0.91

CC(C)CC(=O)NCCCN1CCN(CCCNC(=O)CC(C)C)CC1
  A: 6 | B: 0.94 | C: 6 | D: -2 | E: -4 | F: 1 | G: -3 | H: 2 | I: 1

Cc1cc([N+](=O)[O-])ccc1-c1ccc(/C=N/NC(=O)c2ccc(Br)o2)o1
  A: -18 | B: 0.91 | C: 9 | D: 7 | E: -6 | F: -39 | G: 17 | H: 25 | I: 0.93

CCNC(=O)COC(=O)CNC(=O)c1cc(Cl)cc([N+](=O)[O-])c1
  A: -4 | B: 0.97 | C: 3 | D: 20 | E: -6 | F: 2 | G: 0 | H: 10 | I: 0.8

CN(CC(O)Cn1cnc2c1c(=O)n(C)c(=O)n2C)c1ccccc1 (centres undefined)
  A: 8 | B: 1.1 | C: -8 | D: -4 | E: -16 | F: -8 | G: -14 | H: -11 | I: 1

CCOCc1nnc(NC(=O)CCC2CCCCC2)s1
  A: 1 | B: 1 | C: -2 | D: -10 | E: -1 | F: 3 | G: -1 | H: 13 | I: 1.1

C[C@H](CO)NC(=O)[C@H](C)[C@@H]1C[C@@]1(C)[C@@H](NC(=O)OCc1ccccc1)c1ccccc1
  A: -11 | B: 0.88 | C: 12 | D: -27 | E: 0 | F: 3 | G: 5 | H: 10 | I: 1.3

CCCCNC(=S)NNC(=O)c1ccncc1
  A: 3 | B: 1.3 | C: -30 | D: -3 | E: -8 | F: 1 | G: -2 | H: 13 | I: 1

CC(=O)c1c(C)[nH]c(C(=O)COC(=O)COc2ccccc2F)c1C
  A: 8 | B: 1.1 | C: -12 | D: 3 | E: 4 | F: 7 | G: 10 | H: 13 | I: 0.97

COc1cc(CNc2ccc(C)c(C)c2)cc(OC)c1OC
  A: 26 | B: 0.96 | C: 4 | D: -1 | E: 3 | F: 12 | G: 11 | H: 16 | I: 1

COc1ccc(C(=O)Nc2ccc(C(=O)OCC(=O)c3ccccc3)cc2)cc1
  A: -5 | B: 0.93 | C: 8 | D: 21 | E: 2 | F: -13 | G: -8 | H: -1 | I: 0.79

COc1ccc(Cn2c(CCC(=O)Nc3ccccc3OC)nc3cccnc32)cc1
  A: 16 | B: 0.96 | C: 4 | D: 12 | E: -10 | F: 27 | G: 1 | H: 11 | I: 0.88

Fc1ccc(Cn2ccc(-c3cnc(-c4ccccc4)s3)n2)cc1
  A: -13 | B: 1.2 | C: -19 | D: 7 | E: 21 | F: -1 | G: 14 | H: 23 | I: 0.93

CC(=O)Nc1ccc(NC(=O)CCCSc2nc3ccccc3[nH]2)cc1
  A: 3 | B: 0.98 | C: 2 | D: 0 | E: 3 | F: 9 | G: -21 | H: -7 | I: 1

CCc1ccc2oc(-c3ccc(OC)cc3)cc(=Nc3c(C)n(C)n(-c4ccccc4)c3=O)c2c1
  A: -9 | B: 0.8 | C: 20 | D: 10 | E: 11 | F: 11 | G: 22 | H: 53* | I: 0.9

N#C/C(=C/c1ccc(Br)o1)C(N)=S
  A: 29 | B: 1.1 | C: -6 | D: 35 | E: x | F: 18 | G: -14 | H: 6 | I: 0.65

Cc1cccc(NS(=O)(=O)c2ccc3c(c2)OCCO3)c1
  A: -3 | B: 1 | C: 0 | D: 7 | E: -4 | F: 14 | G: -5 | H: 16 | I: 0.93

Cc1cc(NC(=O)c2cccc(S(=O)(=O)N3CCOCC3)c2)c2ccccc2n1
  A: -2 | B: 1 | C: -5 | D: 2 | E: -6 | F: 2 | G: -2 | H: 21 | I: 0.97

CC(NC(=S)NC1CCC(C(C)(C)C)CC1)c1ccccc1 (centres undefined)
  A: 38 | B: 2* | C: -101 | D: -348 | E: -5 | F: 26 | G: 12 | H: 14 | I: 4.5*

C=CCNC(=O)c1ccc(NC(=O)CC2SC(N3CCCC3)=NC2=O)cc1 (centres undefined)
  A: 1 | B: 1 | C: -1 | D: -4 | E: 2 | F: -1 | G: -9 | H: 10 | I: 1

CCCOc1ccc(Oc2nc(-c3ccncc3)nc3ccccc23)cc1
  A: 12 | B: 0.99 | C: 1 | D: 14 | E: -10 | F: 9 | G: 11 | H: 6 | I: 0.86

O=C(COC(=O)CNC(=O)c1ccco1)Nc1ccc(F)cc1
  A: 2 | B: 0.99 | C: 1 | D: -2 | E: 3 | F: -8 | G: 3 | H: 5 | I: 1

Cc1cccn2cc(CNC(=O)C3CCCCC3)nc12
  A: 7 | B: 1 | C: -5 | D: -2 | E: -4 | F: -2 | G: -10 | H: 3 | I: 1

CC(=O)NC1(c2ccc(F)cc2)CCN(C(=O)c2c(F)cccc2F)CC1
  A: 5 | B: 1 | C: 0 | D: 6 | E: -7 | F: 6 | G: -10 | H: 11 | I: 0.94

CSc1nnc(C(C)(C)C)c(=O)n1/N=C/c1ccccc1
  A: 25 | B: 1.1 | C: -8 | D: 11 | E: -5 | F: 33 | G: 16 | H: 34 | I: 0.89

COc1ccc(OC)c(NS(=O)(=O)c2ccc(NC(=O)C3COc4ccccc4O3)cc2)c1 (centres undefined)
  A: 14 | B: 0.86 | C: 14 | D: 3 | E: -22 | F: 32 | G: -6 | H: 16 | I: 0.97
